# Screening results deposited in PubChem BioAssay by several laboratories.
# NPY2 pot ag – NPY-Y2 potentiators or agonists, primary screen, cell-based. actives 0.45% (n = 220,000). AID 1359, 2008. activation, % at 3.6 µM. cells expressing NPY-Y2, potentiator/agonist read-out. Neuropeptide Y receptor type 2 (Homo sapiens), P49146; in the data active = activation above about 27%;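 also: cells stimulated with NPY near EC25 plus isoproterenol at EC100; 0% = vehicle plus submaximal agonist and 100% = vehicle plus saturating agonist; some results beyond the cut were filed as inactive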
# NPY-Y1 PAM-ag – NPY-Y1 receptor potentiators or agonists, primary screen, cell-based; Neuropeptide Y receptor type 1 (Homo sapiens), P25929; NPY-Y1 expressing cells, potentiator/agonist activation; activation, % at 3.6 µM; actives 0.37% (n = 220,000); in the data active = activation above about 33%, passing the limit was not always enough;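 also: cells stimulated with NPY at EC10 then isoproterenol at EC100; 0% = low agonist plus stimulus and 100% = saturating agonist plus stimulus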
# NPY Y1 blocker – NPY-Y1 receptor antagonists, primary screen, cell-based | inhibition, % at 3.6 µM | AID 1040, 2008 | HEK293-CNG Y1 cells, membrane potential fluorescence; NPY at EC95, then isoproterenol | actives 1% (n = 200,000) | Neuropeptide Y receptor type 1 (Homo sapiens), P25929;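 active = inhibition above the campaign mean inhibition of all tested compounds plus 3 SD, cut at about 20% in these data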;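 also: 0% = DMSO wells given NPY plus isoproterenol and 100% = isoproterenol alone without NPY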
#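 material = HEK293 cells with Y1 receptor plus CNG channel | also added = NPY 25 nM then isoproterenol 1 µM plus Ro 20-1724 25 µM | schedule = dye 3 h, compound 60 min room temperature, stimulation 45 min | measured by = membrane potential fluorescence | benchmarks = high control isoproterenol alone, low control NPY with isoproterenol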
# zfTRPN1 agonist – zebrafish TRPN1 channel agonists, primary screen, cell-based, HEK293, calcium fluorescence; transient receptor potential cation channel N1 (TRPN1/NompC), Danio rerio; activation, % at 3 µM; actives 0.18% (n = 220,000); HEK293 zebrafish TRPN1-YFP, Fluo-8 calcium fluorescence; 100% = response to 87 µM carbachol; AID 1424, 2008;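 active = activation above its plate's cutoff, the mean activation of test wells on that plate plus 3 SD, cut at about 19% in these data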;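 also: 0% = DMSO alone and 100% = 87 µM carbachol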
#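 Material: zebrafish TRPN1-YFP in HEK293 cells. Doses: one dose of 3 µM, 0.3% DMSO. Incubation: dye 1 h 37 °C plus 30 min RT. Measured by: intracellular calcium fluorescence with Fluo-8.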
# CHOP inhibitor – inhibitors of CHOP promoter induction, primary screen, cell-based, unfolded protein response, luciferase reporter; actives 3.8% (n = 220,000); inhibition, % at 10 µM; CHO-K1 CHOP-promoter luciferase, tunicamycin-induced, 15-18 h;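 active = compounds that reduced the stress-induced luciferase reporter signal by more than about 70% of percent inhibition, limit read from the data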;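 also: 0% = tunicamycin plus vehicle and 100% = wells without tunicamycin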
# TRPML3 ag – human TRPML3 channel agonists, primary screen, cell-based, HEK293 TRPML3-YFP, Fluo-8 calcium fluorescence, 3 µM | AID 1448, 2008 | Mucolipin-3 (Homo sapiens), Q8TDD5 | 100% = the carbachol control signal | activation, % at 3 µM | actives 0.29% (n = 220,000);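 active = activation above its plate's cutoff, the mean activation of the plate's test wells plus 3 SD, cut at about 12% in these data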;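 also: 0% = DMSO only wells and 100% = carbachol wells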
#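 Material: TRPML3-YFP stable HEK293 cells | Dosing: One concentration, 3 µM nominal, 0.3% DMSO | Timing: 125 s total fluorescence read per well | Technique: Fluo-8 calcium dye fluorescence, ex 470-495, em 515-575 nm | Measure: Percent activation from peak-to-basal fluorescence ratio, scaled between DMSO and carbachol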
# S1P4 agonist – S1P4 receptor agonists, primary screen, cell-based; Sphingosine 1-phosphate receptor 4 (Homo sapiens), O95977; S1P4-expressing cell line, agonist reporter assay; activation, % at 4.98 µM; actives 0.35% (n = 220,000); AID 1509, 2009; in the data active = activation above about 11%;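 also: 0% = DMSO vehicle and 100% = reference agonist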
# Target sequence (O95977 whole entry, looked up): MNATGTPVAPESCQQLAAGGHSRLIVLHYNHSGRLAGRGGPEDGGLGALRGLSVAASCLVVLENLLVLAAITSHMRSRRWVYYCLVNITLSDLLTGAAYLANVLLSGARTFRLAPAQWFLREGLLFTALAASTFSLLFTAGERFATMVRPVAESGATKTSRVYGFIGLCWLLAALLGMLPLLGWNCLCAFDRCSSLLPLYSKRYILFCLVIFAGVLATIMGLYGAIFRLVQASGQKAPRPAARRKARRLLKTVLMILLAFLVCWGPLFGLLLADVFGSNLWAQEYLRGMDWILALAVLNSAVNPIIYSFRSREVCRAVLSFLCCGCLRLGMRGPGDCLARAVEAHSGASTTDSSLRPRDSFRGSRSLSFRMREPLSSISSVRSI
# EP2 modulator – EP2 receptor modulators, cAMP readout, primary screen, cell-based, HTRF cAMP, PGE2 stimulation. EP2-expressing cells, cAMP HTRF FRET, PGE2 co-stimulation. induction, % at 25 µM. actives 0.83% (n = 260,000). AID 940, 2007;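 active = compounds whose cAMP rise, as percent of the full-agonist control response, exceeds 60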;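 also: rat C6 glioma line stably carrying human EP2 under a CMV promoter; the protocol text gives 20 µM as final concentration; 100% = response of wells given 1 µM PGE2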
# Target sequence (P43116 whole entry, looked up): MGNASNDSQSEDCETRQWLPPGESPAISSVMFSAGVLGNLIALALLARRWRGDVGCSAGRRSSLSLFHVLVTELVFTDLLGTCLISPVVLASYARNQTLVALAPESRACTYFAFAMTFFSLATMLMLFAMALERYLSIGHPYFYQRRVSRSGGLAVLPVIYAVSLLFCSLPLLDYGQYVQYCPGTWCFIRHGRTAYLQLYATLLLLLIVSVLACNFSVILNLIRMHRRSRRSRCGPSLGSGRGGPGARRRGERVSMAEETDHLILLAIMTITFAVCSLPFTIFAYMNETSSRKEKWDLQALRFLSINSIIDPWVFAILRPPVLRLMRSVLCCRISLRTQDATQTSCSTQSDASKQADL
# S1P4 antagonist – S1P4 receptor antagonists, primary screen, cell-based. inhibition, % at 4.98 µM. Sphingosine 1-phosphate receptor 4 (Homo sapiens), O95977. AID 1510, 2009. actives 0.26% (n = 220,000). S1P4-expressing cells, antagonist mode, reporter read-out; in the data active = inhibition above about 29%;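 also: 0% = wells stimulated with agonist and 100% = vehicle wells without agonist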
# Numbers without * were called inactive; . = not tested or not shown; & = joins results of further samples.
SMILES,NPY2 pot ag,NPY-Y1 PAM-ag,NPY Y1 blocker,zfTRPN1 agonist,CHOP inhibitor,TRPML3 ag,S1P4 agonist,EP2 modulator,S1P4 antagonist
C/C(CCC(C)C)=N\NC(=S)NCc1ccccc1,-4,0,8,-0.7,54,-0.2,2.9,66*,-12
O=C(NC1CC1)c1ccc2c(Cl)c3c(nc2c1)CCCC3,-11,-32,-2,0.6,35,0.1,0.3,-52,-5
CCn1c(-c2ccccc2Cl)nn(CC(=O)Nc2ccccc2C)c1=S,-10,-17,1,2.4,17,-0.1,0.3,5,-3
Cc1ccc(S(=O)(=O)Oc2ccc(/C=N/NC(=O)c3c(Cl)cnn3C)cc2)cc1,-14,-21,4,0.5,7,-0.1,-1.7,-65,-9
CCN(CC)Cc1c(O)ccc2c(=O)c(-c3ccc4c(c3)OCCO4)coc12,-8,13,2,0.6,16,-0.4,-0.7,-10,-12
Cc1ccc(OCCn2nc3ccccc3n2)c(C)c1,-12,-7,-3,-0.5,8,-0.3,-1.7,19,-37
COc1ccccc1N/C(=N/S(=O)(=O)c1ccc(Cl)cc1)c1ccccc1,2,22,3,-0.2,23,-0.6,-2.3,41,5
COc1ccccc1C1Nc2cccc3cccc(c23)N1,-1,-5,-5,0.7,87*,0.5,-2.4,-5,4
Cn1cc([N+](=O)[O-])c(C(=O)Nc2nccs2)n1,4,21,4,-0.6,16,-0.1,0.7,-27,4
CCN(CC)CCN1C(=O)C(=O)/C(=C(/O)c2ccccc2)C1c1ccccc1F (stereo not drawn),-1,-1,4,0.6,-3,1.7,1.9,16,8
CCOC(=O)c1ccc(NC(=O)CSc2nc(C)cc(=O)[nH]2)cc1,-8,-18,2,-0.6,8,-0.1,0.9,-11,4
CC(=O)N(Cc1cc(=O)[nH]c2ccccc12)c1ccc(C)cc1,14,-10,-1,1.6,44,-0.1,1.3,5,-13
CCCCCn1c(CNC(C)=O)nc2ccccc21,10,-4,-5,-0.1,43,0.2,-1.4,14,-22
CCn1c(SCc2ccc(Cl)cc2Cl)nc2nc3c(cc2c1=O)CCCC3,7,8,11,-1.4,21,-0.3,0.8,44,6
Cc1ccc(C(=O)N/C(=C/c2ccc(-c3cccc([N+](=O)[O-])c3)o2)C(=O)NC(C)C)cc1,5,-4,8,1.4,8,0.5,2.4,18,15
CCOC(=O)c1ccc(NC(=S)Nc2ccc(C)cc2)cc1,-9,-3,-1,-0.6,38,0.6,1.6,-65,9
Cc1cccc(Cc2ccc(Cl)nn2)c1,5,18,1,1.2,16,-0.3,1.3,28,-6
Cc1ccc(NC(=S)c2nc3ccccc3[nH]2)c(C)c1,4,-5,5,-2.9,-12,1.0,0.9,11,-5
c1ccc(-c2cnnc(N3CCOCC3)n2)cc1,-19,6,1,-0.3,5,-0.6,-1.0,-3,-8
CC(C)C(c1nnnn1C(C)(C)C)N1CCN(c2cccc(Cl)c2)CC1 (stereo not drawn),-4,-14,48*,-1.1,-13,-0.6,-0.5,16,13
OC(CCN1CCCCC1)(c1ccccc1)C1CCCCC1 (stereo not drawn),1,-34,13,0.5,9&18,0.8,0.7,3&12&0,0
Nc1nnc(CC(=O)N/N=C/c2cccc(OCCOc3ccccc3)c2)s1,0,14,-10,-0.4,9,0.6,-1.2,-45,-10
COC(=O)[C@H](CCSC)NC(=O)N1CCC(C)CC1,-11,-2,1,-1.4,8,0.0,-2.9,15,0
Cc1ccc(C2CC(=O)c3cnn(-c4nc(C)cc(C)n4)c3C2)cc1 (stereo not drawn),-16,-42,5,-0.9,33,-0.1,1.6,-38,-35
CCOC(=O)c1c(C)c(C(=O)NCc2ccco2)c(C)n1C,2,-3,2,0.0,-12,0.9,-1.9,-22,1
COc1cccc(C2=NOC(C(=O)Nc3cc(C)on3)C2)c1 (stereo not drawn),-8,-11,.,-0.2,0,0.4,-0.8,2,4
COc1cccc(NC(=O)CN(C)C(C)C(=O)Nc2cc([N+](=O)[O-])ccc2Cl)c1 (stereo not drawn),-11,-27,1,0.3,19,-0.5,0.9,-19,-7
CS(=O)(=O)c1ccc(Cl)c(NC(=O)Cc2c(F)cccc2Cl)c1,4,-2,10,1.1,1,0.3,1.1,12,-13
Cc1ccc(C)c(S(=O)(=O)NCc2ccc(C(=O)NCc3ccccn3)cc2)c1,-2,-19,0,1.0,19,0.8,0.8,-2,-13
Cc1ccc2oc(-c3cccc(NC(=O)c4ccc(Br)o4)c3)nc2c1,-10,-1,13,0.4,67,0.6,-2.7,-31,-8
Cc1ccccc1C(=O)N1CCC(C(=O)Nc2nccs2)CC1,2,-11,5,0.7,-8,1.1,0.1,-36,-4
NC(CC(=O)NC(c1ccccc1)(c1ccccc1)c1ccccc1)C(=O)O (stereo not drawn),-15,-11,0,0.9,3,0.7,-1.2,16,9
O=C1N(CCCCN2C(=O)C3(OCCO3)c3ccccc32)c2ccccc2C12OCCO2,5,-5,0,1.4,-12,0.7,1.2,-15,-3
CC(=O)N1CCc2cc(S(=O)(=O)CCC(=O)NCc3ccc4c(c3)OCO4)ccc21,-16,-31,5,1.3,31,0.2,-0.9,12,-1
CN(C(=O)CSc1nc(N)nn1-c1ccccc1)c1ccccc1,0,17,5,1.4,9,0.3,2.1,-1,0
Cc1nnc(NC(=O)CSc2nc3ccccc3[nH]2)s1,-11,0,0,0.3,-7,0.5,-0.6,14,-17
Nc1nc2c(s1)C(=O)CC(c1ccccc1)C2 (stereo not drawn),-11,-22,-1,1.3,1,1.1,1.9,-8,1
O=C(/C=C/c1ccccc1)NC(NC(=S)Nc1ccc(Cl)cc1)C(Cl)(Cl)Cl (stereo not drawn),0,37,3,0.9,109*,0.5,-1.1,-32,9
CC(C)C(OC(=O)CN1C(=O)COc2ccccc21)C(=O)NC1CCCC1 (stereo not drawn),-1,-5,17,-0.7,20,-0.2,0.6,23,-12
O=C(N/C(=C/c1cn(-c2ccccc2)nc1-c1ccccc1)C(=O)N1CCOCC1)c1ccc(Cl)cc1Cl,6,18,-3,1.8,48,-0.4,0.2,44,-3
CCCCCNc1nc(N2CCCC2)c2c(c1C#N)CCN(C)C2,5,-22,8,-0.6,67,0.7,0.4,1,-29
CCN1CCN(CCCOc2ccc(Cl)cc2Br)CC1,1,-7,3,0.5,4,2.0,0.5,-20,-38
S=c1[nH]c(-c2ccccc2)cn1/N=C/c1ccccc1Br,14,12,6,-1.2,-134,-0.6,-1.5,-24,-18
Cc1ccc2nsnc2c1S(=O)(=O)NCc1cccnc1,7,-3,-9,-1.0,2,-0.1,-1.4,13,-24
Cc1cccc(N=C2NC(=O)CS2)c1C,-5,10,5,0.5,11,0.8,-1.2,11,-7
COc1cc(/C=N/NC(=O)c2ccc(N(C)S(=O)(=O)c3ccccc3)cc2)cc(OC)c1OC,5,9,-3,4.0,18,1.2,-1.5,-44,-12
Cc1cccc(CC(Cc2nc3ccccc3[nH]2)c2nc3ccccc3[nH]2)c1 (stereo not drawn),-6,-18,1,3.2,-77,-1.0,-1.6,-20,3
Cc1ccccc1-n1ncc(C(C)NC(=O)c2ccccc2)c1C (stereo not drawn),-9,-2,3,2.4,-10,1.4,1.1,-35,1
CC(C)C(=O)NC(c1cccs1)c1cc([N+](=O)[O-])c2cccnc2c1O (stereo not drawn),0,-5,-3,0.4,39,-0.1,-0.4,14,-4
CCn1ncc(CN2CCCC(C(=O)c3cccc(OC(C)C)c3)C2)c1C (stereo not drawn),-23,-16,1,0.2,11,0.9,0.8,-19,-3
CCOC(=O)c1c(C)nc2c(c1-c1ccc(OC)cc1)C(=O)CC(C)(C)C2,7,18,14,0.3,29,-0.7,0.7,11,-17
N#Cc1ccc(N2CCOCC2)c([N+](=O)[O-])c1,5,4,2,-0.5,8,0.8,0.3,-3,-7
CN(C)S(=O)(=O)N(CC(=O)Nc1ccc(F)c(F)c1)c1ccccc1,-1,13,-2,-0.5,38,-0.1,3.2,-7,-8
COc1ccccc1CN(CC(=O)NCc1ccco1)C(=O)CNS(=O)(=O)c1ccccc1,11,7,-4,-0.6,5,0.1,0.8,19,-11
Cc1c(NC(=O)COC(=O)C23CC4CC(CC(O)(C4)C2)C3)c(=O)n(-c2ccccc2)n1C,17,-1,1,-0.7,-3,0.6,3.8,2,-15
O=C(c1cccc(Br)c1)N1CCN(C(=O)c2cccc(Br)c2)CC1,-12,-4,4,0.2,20,1.0,0.7,4,-4
CCCCCCCC1=CC2=CC(=O)C(C)(OC(C)=O)C(=O)C2=CN1CCc1ccccc1 (stereo not drawn),2,-9,4,0.2,18,-0.5,-0.6,33,6
CC(C)(C)OC(=O)NC(CCCCNC=O)C(=O)O (stereo not drawn),-19,11,5,0.6,-22,0.3,-2.1,5,-8
O=C1c2cccc([N+](=O)[O-])c2C(=O)N1c1cccnc1,-17,-6,0,1.1,19,0.4,1.0,12,-1
O=C(CCCCCNc1nc(=S)[nH]c2ccccc12)NCCC1=CCCCC1,-7,-3,-2,2.2,101*,0.7,1.8,-52,-11

# Next records
SMILES,NPY2 pot ag,NPY-Y1 PAM-ag,NPY Y1 blocker,zfTRPN1 agonist,CHOP inhibitor,TRPML3 ag,S1P4 agonist,EP2 modulator,S1P4 antagonist
O=C(Nc1ccnc(-c2ccncc2)n1)c1ccc(Cl)cc1,-4,2,2,0.8,8,0.1,-0.6,-57,-16
O=C(NC(=S)Nc1ccc(N2CCCCC2)c(Cl)c1)c1cccs1,0,42,11,0.3,.,0.6,3.0,.,-6
CC1(C)CC(=O)C2=C(C1)N(c1cccc(Cl)c1)C(=O)NC2(C(F)(F)F)C(F)(F)F,13,-21,-5,-1.2,9,0.5,0.8,13,-16
CCc1c(C)[nH]c2nc3ccccc3n2c1=O,-5,-25,3,1.6,-4,0.5,1.3,-36,-3
